Compound activity: PubChem BioAssay, The Scripps Research Institute Molecular Screening Center
TbREL1 inh – TbREL1 RNA ligase inhibitors, primary screen, biochemical, FRET fluorescence. RNA-editing ligase 1, mitochondrial (Trypanosoma brucei brucei), P86926. TbREL1 RNA ligation. inhibition, % at 9.66 µM. actives 0.49% (n = 89,000). AID 1117264, 2014;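 active = inhibition above the mean inhibition across all screened compounds plus 3 SD, cut at about 11% in these data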;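 also: 0% = plate median of test wells and 100% = NSC42067 control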
Target sequence (P86926 whole entry, looked up): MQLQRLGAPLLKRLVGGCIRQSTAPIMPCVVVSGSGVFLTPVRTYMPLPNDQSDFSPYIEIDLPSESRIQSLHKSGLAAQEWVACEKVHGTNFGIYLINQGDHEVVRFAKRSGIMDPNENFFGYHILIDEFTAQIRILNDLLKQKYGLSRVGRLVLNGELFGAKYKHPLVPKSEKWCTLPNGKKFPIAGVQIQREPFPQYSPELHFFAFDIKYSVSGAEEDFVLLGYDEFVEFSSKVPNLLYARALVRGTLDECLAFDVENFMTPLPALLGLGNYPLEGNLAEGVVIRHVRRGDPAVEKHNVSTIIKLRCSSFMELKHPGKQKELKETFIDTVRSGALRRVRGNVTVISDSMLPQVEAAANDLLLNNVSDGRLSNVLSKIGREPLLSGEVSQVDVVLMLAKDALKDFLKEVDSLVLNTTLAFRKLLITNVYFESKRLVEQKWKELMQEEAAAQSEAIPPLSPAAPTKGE
An asterisk follows results filed as active. Not all compounds are listed, so the mix of outcomes need not match the whole.

entry	SMILES	TbREL1 inh
1	COc1ccc(CCn2c(O)cc3nn(-c4nc5ccccc5s4)c(=O)c-3c2C)cc1	-1.6
2	Cc1ccc(NC(=O)CSc2nnc(NC(=O)C3CC3)s2)cc1	0.8
3	CCCOc1ccc(Cc2c(COCC)[nH]c(=S)[nH]c2=O)cc1	-2.4
4	O=C1Nc2ccccc2N(O)N1c1ccc(S(=O)(=O)Nc2ccccn2)cc1	2.2
5	CCCOCC1CC(CCc2nc(=S)[nH][nH]2)C(=O)O1 (stereo not drawn)	5.0
6	Cc1onc(-c2ccccc2)c1C(=O)NCC1COc2ccccc2O1 (stereo not drawn)	0.7
7	CC(C)(C)n1nnnc1C(c1cc2ccccc2o1)N1CCOCC1 (stereo not drawn)	-1.0
8	O=c1[nH]c2c(c(=O)n1Cc1ccccc1)CCC2	-2.3
9	COc1cc(OC)c(C(=O)OCC(=O)N2CC(=O)Nc3ccccc32)cc1OC	3.9
10	CCCc1nn(C)c2c(=O)[nH]c(-c3cc(S(=O)(=O)N(CCO)CCO)ccc3OCC)nc12	2.0
11	O=C(Cn1nc(-c2ccccc2)ccc1=O)Nc1cccc(NC(=O)c2ccccn2)c1	4.1
12	Cc1ccc(OCCOC(=O)c2c(-c3ccccc3)noc2C)cc1	1.2
13	CCC(Sc1nc(N)cc(N)n1)C(=O)O (stereo not drawn)	4.8
14	CCOC(=O)c1cccc(NC(=O)CN(C)S(=O)(=O)c2ccc(-c3cocn3)s2)c1	1.8
15	Cc1cc(NC(=O)COc2ccc3ccccc3c2)no1	1.3
16	O=C1CC(C(=O)N2CCc3ccccc32)CN1c1ccccc1 (stereo not drawn)	-0.8
17	Cc1cccc(C)c1NC(=O)COC(=O)c1nonc1N	1.4
18	COC(=O)CCS(=O)(=O)c1cc(Cl)ccc1Cl	-0.5
19	COc1ccc(CNC(=O)c2c(N)n(CCCN3CCOCC3)c3nc4ccccc4nc23)cc1	-2.6
20	C=CCc1ccc(OCC(O)COc2ccc(CC=C)cc2OC)c(OC)c1	-1.4
21	COc1cc(/C=C(\NC(C)=O)C(=O)Nc2ccccc2C)ccc1OC(C)=O	-2.6
22	O=C(CN1CCCCC1)Nc1cccc(Oc2ccccc2)c1	4.2
23	COc1cc(/C=C/c2cc(C(F)(F)F)[nH]c(=O)n2)cc(OC)c1OC	-1.1
24	O=C1/C(=C/c2ccccc2Cl)SC(=S)N1CCCC(=O)N(CCO)c1ccccc1	6.5
25	CCCCNC(=O)c1nc(C2CCN(S(=O)(=O)c3cccc(C(F)(F)F)c3)CC2)oc1-c1cccc(C(F)(F)F)c1	7.4
26	C[C@H]1CN([C@@H](C)CO)C(=O)CCCn2nncc2CO[C@@H]1CN(C)C(=O)Nc1ccnc(N2CCOCC2)c1	-0.8
27	CCN=C1SC(CC(=O)NCC)C(=O)N1CC (stereo not drawn)	-0.5
28	CNCC(C)COc1ccccc1OCc1ccccc1 (stereo not drawn)	1.7
29	O=C(CS(=O)CC(=O)Nc1ccc(Cl)cc1)NCC1OCCc2ccccc21 (stereo not drawn)	-2.7
30	c1ccc(Cc2cc[n+](Cc3ccccc3)cc2)cc1	-1.6
31	Nc1ncnc2c1ncn2CCN1CCCCC1	-2.4
32	CCCC(=O)Nc1cccn(Cc2ccccc2Br)c1=O	3.4
33	CCC1Oc2ccccc2N(CC(=O)NCCCN2CCOCC2)C1=O (stereo not drawn)	-0.2
34	COc1ccc(/C=N/NC(=O)c2c(Br)cnn2C)c2ccccc12	4.0
35	C[C@@H]1COC(=O)[C@H](CC(=O)OC(C)(C)C)C/C=C\C[C@H](CC(=O)N(CCO)Cc2ccccc2)C(=O)N1	-1.1
36	COc1ccc(C(=O)OCC(=O)c2ccc3[nH]c(=O)[nH]c3c2)c(OC)c1OC	3.5
37	COc1ccc(N(CC(=O)NCc2ccccc2)C(=O)Cn2nnc(-c3ccccc3F)n2)cc1OC	1.7
38	Cc1nnc(NC(=O)C2CCCCC2)s1	2.2
39	CCCNS(=O)(=O)c1ccc(CCC(=O)Nc2ccc3c(c2)OCO3)cc1	-3.3
40	COc1ccccc1N(CC(=O)NCc1ccco1)C(=O)CCC(=O)Nc1ccccn1	-4.8
41	CCOC(=O)CNC(=O)CSc1nnc(-c2ccc(C(C)(C)C)cc2)n1-c1ccc(Cl)cc1	5.2
42	CCCCNC(=O)NNc1nc(Cl)cc(C)c1C#N	1.9
43	CCn1c(SCC(=O)Nc2nc3ccc(OC)cc3s2)nc2c1c(=O)n(C)c(=O)n2C	-0.5
44	O=C(N/C(=C\c1ccc([N+](=O)[O-])cc1)C(=O)N1CCOCC1)c1cccc(Br)c1	-1.5
45	Cc1c(S(=O)(=O)N2CCCC(C)C2)c(=O)n(C)c(=O)n1C (stereo not drawn)	3.5
46	O=C(NCc1cc(C(F)(F)F)ccc1Cl)c1cccc2c1C(=O)c1ccc(N3CCOCC3)cc1S2(=O)=O	-0.3
47	CCOC(=O)N1CCN(C(=O)C[C@H]2C[C@@]3(C(=O)OC)C(=C[C@H](C4CCCC4)O[C@@H]3C)N(Cc3ccco3)C2=O)CC1	-0.4
48	CCNc1nc(NCC)nc(OCC(=O)O)n1	-0.7
49	O=C(CN1C(=O)c2ccccc2C1=O)NC1CCS(=O)(=O)C1 (stereo not drawn)	4.5
50	O=C(CSc1nc2ccccc2c(=O)n1Cc1ccco1)c1ccccc1	4.8

(next part)
entry	SMILES	TbREL1 inh
51	O=C(Cc1ccccc1)NCC(=O)N1CCCC1	0.2
52	Nc1ncnc2c1ncn2[C@@H]1O[C@H](CNS(=O)(=O)c2cc(S(=O)(=O)c3ccccc3)cs2)[C@@H](O)[C@H]1O	0.3
53	Cc1ccc2c(CC(=O)N3CCc4ccccc43)coc2c1	-0.6
54	Cn1c(SCC(=O)N2CCCc3ccccc32)nnc1-c1cccs1	-1.1
55	CC1CC(C(F)F)n2nc(C(=O)O)cc2N1 (stereo not drawn)	0.2
56	CC(=O)Nc1c(Cl)cc2c(c1Cl)C(=O)c1ccccc1-2	6.0
57	O=C1N[C@@H](Cc2ccccc2)COC(=O)[C@H](Cc2ccc(F)cc2)C/C=C\C[C@H]1CC(=O)N(CCO)Cc1ccccc1	-2.6
58	COc1ccc(/C=N\NC(=O)Cc2cccs2)c(OC)c1OC	-0.1
59	N#CCC(=O)N/N=C/c1ccc(N2N=C(c3ccccc3)CC2c2ccccc2)cc1 (stereo not drawn)	-0.6
60	CC(Oc1ccc(/C=N/NC(=O)Cc2cccc3ccccc23)cc1)C(=O)O (stereo not drawn)	2.0
61	COc1ccccc1NS(=O)(=O)c1cccc(C(=O)N/N=C/c2ccc3c(c2)OCCO3)c1	0.6
62	CC(C)OCCCNc1ncnc2c1[nH]c1ccccc12	0.4
63	Nc1nc(NCCOCCO)nc(Nc2cccc(F)c2)c1[N+](=O)[O-]	0.0
64	O=C(c1ccc2c(=O)n(Cc3ccccc3Cl)c(=S)[nH]c2c1)N1CCCC1	-2.0
65	CC(NC(=O)COC(=O)c1ccc2c(=O)n3c(nc2c1)CCCCC3)c1ccccc1 (stereo not drawn)	-0.2
66	Cc1cc(=O)oc2cc(OCC(=O)N3CCOCC3)c(Cl)cc12	2.2
67	Cc1cc(C)c(OCC(=O)N2CCN(c3ncc(C(F)(F)F)cc3Cl)CC2)c(C)c1	-2.5
68	CC(CCc1ccccc1)NC(=O)COC(=O)c1cccc2ccccc12 (stereo not drawn)	0.7
69	CCCCSc1nnc(CCCCCNC(=O)OC(C)(C)C)o1	-2.2
70	Cc1ccc(C(=O)C2C(c3cccs3)NC(=O)NC2(O)C(F)(F)F)cc1 (stereo not drawn)	-0.5

(list continues)
cpd | compound | TbREL1 inh
71 | Cc1nc2ccc(NC(=O)c3nn(C(C)C)c(=O)c4ccccc34)cc2s1 | 0.4
72 | COc1ccccc1-c1nnc2sc(COc3ccc(F)cc3)nn12 | 0.9
73 | Cc1ccc(N(CC(=O)Nc2ccc(-c3nc4ccc(C)cc4s3)cc2)S(C)(=O)=O)cc1 | 0.4
74 | CC1CC(C)CN(C(=O)COC(=O)c2ccc3c(c2)OCO3)C1 (stereo not drawn) | -1.3
75 | C=CCc1c(C)nc(SC)nc1Nc1ccccc1 | -1.3
76 | Cc1ccc(OCCC(=O)OCC(=O)N2c3ccccc3NC(=O)C2(C)C)cc1 | 2.6
77 | CCCCCCCN1CCC(=O)N([C@H](CO)Cc2ccccc2)CC1 | 0.0
78 | CCN1CCN(CCOc2cccc(Cl)c2Cl)CC1 | 9.1
79 | COc1ccccc1NC(=O)/C(=C/c1cccc([N+](=O)[O-])c1)c1ccccc1 | 7.7
80 | O=C1Nc2ccc(S(=O)(=O)N3CCCCCC3)c3cccc1c23 | -1.4
81 | COC(=O)c1c(NC(=O)C2CC=CCC2C(=O)O)sc2c1CCCCC2 (stereo not drawn) | -2.2
82 | COc1ccc(S(=O)(=O)NCCc2nnc3ccc(SCc4cccnc4)nn23)cc1 | -0.6
83 | COC(=O)/C=C1\SC(=Nc2ccc(OC)cc2)NC1=O | 1.6
84 | O=[N+]([O-])c1ccc(Sc2ccc(Cl)c(Cl)c2)nc1 | -0.2
85 | O=C(OCN1C(=O)c2ccccc2C1=O)c1ccc(Cl)nc1 | -0.5
86 | Cc1nn(C)cc1C=NCCOCc1ccccc1 | -0.6
87 | Cc1ccc(C(=O)N/C(=C\c2cccs2)c2nc3ccccc3[nH]2)cc1 | -2.6
88 | Cc1nc(-c2ccccc2)sc1C(N)=O | -2.1
89 | O=C(CCCCCN1C(=O)C2C3C=CC(C3)C2C1=O)Nc1ccccn1 (stereo not drawn) | -1.9
90 | COC(=O)[C@]12CCCCC=C1N(Cc1ccc(OC)cc1)C(=O)[C@@H]2CC(=O)N1CCC(c2ccccc2)CC1 | -3.9
91 | COc1ccccc1Nc1nc2ccc(C)cc2cc1C#N | 1.3
92 | CN(C(=O)c1ccccc1NC(=O)C(F)(F)F)c1ccccc1 | 2.2
93 | COc1ccc(OCc2nnc(SCC(=O)N3CCCC3)o2)cc1 | 0.2
94 | CCSc1nc2c(c(=O)[nH]c(=O)n2C)n1CC(O)COc1ccccc1C (stereo not drawn) | -3.7
95 | O=C(COC(=O)COc1ccc(Cl)cc1)NCCCc1ccccc1 | 0.6
96 | COC(=O)CN(c1ccc(OC)c(OC)c1)S(C)(=O)=O | 1.7
97 | Cc1ccc(OCCNc2ccc(S(=O)(=O)N3CCCC3)cn2)cc1 | -1.0
98 | CCC(C)[C@H](NC(=O)OC(C)(C)C)C(=O)N[C@@H](Cc1ccccc1)C(=O)OC (stereo partly drawn) | 1.7
99 | O=C(N/N=C/c1ccc(OCc2ccccc2)cc1)c1cc[n+](Cc2ccccc2)cc1 | 9.0
100 | Cc1ccc(NC(=O)Cn2cc3c(n2)CCC(C)C3)cc1 (stereo not drawn) | -1.3
101 | Cc1ccc2nc(NCc3ccccc3)c(C=O)c(=O)n2c1 | 1.3
102 | CCOC(=O)C1(Cc2ccc(OC)cc2)CCN(C(=O)CCc2cnccn2)CC1 | -0.5
103 | CC1=C(C(=O)N(C)C)CC(CC(=O)NCCN2CCOCC2)C(=O)N1CCCN1CCCC1=O (stereo not drawn) | -2.8
104 | O=C(Nc1cccc(F)c1)c1ccc(-c2ccccc2C(F)(F)F)o1 | 3.9
105 | CCOc1ccc2[nH]c(=O)c(CN(CC3COCCO3)C(=O)C3CC3)cc2c1 (stereo not drawn) | -0.4
106 | CC1CCCC(C)N1C(=O)/C=C/c1ccc(S(=O)(=O)N2CCOCC2)cc1 (stereo not drawn) | 0.0
107 | O=C(NCCc1cccs1)Nc1nnc([C@H]2C[C@H](O)[C@@H](CO)O2)s1 | -1.4
108 | Cc1ccc(C)c(NS(=O)(=O)c2ccc(-c3cnc(C4CC4)o3)cc2)c1 | 0.5
109 | CCOc1cccc(N2C(=O)CC(N3CCN(c4ccc(S(=O)(=O)CC)cc4)CC3)C2=O)c1 (stereo not drawn) | -1.8
110 | c1ccc(CCN2CN(CCCN3CCOCC3)c3nc4ccccc4n3C2)cc1 | -0.9
111 | COc1ccc(C(c2nnnn2Cc2ccccc2)N2CCN(c3nc4ccccc4s3)CC2)cc1 (stereo not drawn) | 0.7
112 | C[C@H](CO)N1C[C@H](C)[C@@H](CN(C)C(=O)Nc2ccc(C(F)(F)F)cc2)Oc2c(NC(=O)Nc3ccccc3)cccc2C1=O | -1.6
113 | COC(=O)c1ccc2c(c1)S(=O)(=O)NC2C (stereo not drawn) | -0.3
114 | Fc1ccc(OCCCCN2CCOCC2)cc1 | -0.7
115 | COc1ccc(N2CCN(C(=O)c3cc(N4C(=O)C5C6CCC(C6)C5C4=O)ccc3Cl)CC2)cc1 (stereo not drawn) | -4.2
116 | CCn1c(CC(=O)Nc2ccc(Cl)c(Cl)c2)nnc1SCc1ccc(C)cc1 | 5.0
117 | O=C(NCc1ccccc1)C(c1ccc(F)cc1)N(Cc1ccc2c(c1)OCO2)C(=O)Cn1nnc(-c2cccs2)n1 (stereo not drawn) | 0.7
118 | Cc1nn(CCC#N)c2nc(C(F)(F)F)[nH]c(=O)c12 | 0.8
119 | Cc1ccc2nc3n(c(=O)c2c1)-c1cc(Cl)ccc1C(=O)NC3Cc1ccccc1 (stereo not drawn) | 0.3
120 | OCCCCCCNc1ccc(CCO)cc1 | -2.4
121 | COc1ccc(Oc2nc(-c3ccccn3)nc3ccccc23)cc1 | -1.0
122 | Cc1ccc(-c2nc3ncccn3c2NC(=O)c2ccccc2)cc1 | 9.6
123 | Cc1cc(C(F)F)n2ncc(C(=O)NCc3ccc(F)cc3)c2n1 | -6.0
124 | CC(C)=C1SC(N2CCN(c3ccc(C)cc3)CC2)=NC1=O | -2.8
